Screens deposited in PubChem BioAssay by Icahn School of Medicine at Mount Sinai.
RBX1-CUL1 inh: inhibitors of human ROC1-CUL1 ubiquitin ligase activity. in vitro K48 di-Ub FRET, acceptor:donor ratio, 45 min. inhibition, % at 10 µM. actives 0.6% (n = 140,000). P62877+Q13616; in the data active = inhibition above about 25%
Target sequence (P62877 whole entry, looked up): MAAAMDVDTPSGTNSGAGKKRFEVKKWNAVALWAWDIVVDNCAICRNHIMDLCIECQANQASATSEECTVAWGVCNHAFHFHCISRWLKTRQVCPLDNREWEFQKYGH
Target sequence (Q13616 whole entry, looked up): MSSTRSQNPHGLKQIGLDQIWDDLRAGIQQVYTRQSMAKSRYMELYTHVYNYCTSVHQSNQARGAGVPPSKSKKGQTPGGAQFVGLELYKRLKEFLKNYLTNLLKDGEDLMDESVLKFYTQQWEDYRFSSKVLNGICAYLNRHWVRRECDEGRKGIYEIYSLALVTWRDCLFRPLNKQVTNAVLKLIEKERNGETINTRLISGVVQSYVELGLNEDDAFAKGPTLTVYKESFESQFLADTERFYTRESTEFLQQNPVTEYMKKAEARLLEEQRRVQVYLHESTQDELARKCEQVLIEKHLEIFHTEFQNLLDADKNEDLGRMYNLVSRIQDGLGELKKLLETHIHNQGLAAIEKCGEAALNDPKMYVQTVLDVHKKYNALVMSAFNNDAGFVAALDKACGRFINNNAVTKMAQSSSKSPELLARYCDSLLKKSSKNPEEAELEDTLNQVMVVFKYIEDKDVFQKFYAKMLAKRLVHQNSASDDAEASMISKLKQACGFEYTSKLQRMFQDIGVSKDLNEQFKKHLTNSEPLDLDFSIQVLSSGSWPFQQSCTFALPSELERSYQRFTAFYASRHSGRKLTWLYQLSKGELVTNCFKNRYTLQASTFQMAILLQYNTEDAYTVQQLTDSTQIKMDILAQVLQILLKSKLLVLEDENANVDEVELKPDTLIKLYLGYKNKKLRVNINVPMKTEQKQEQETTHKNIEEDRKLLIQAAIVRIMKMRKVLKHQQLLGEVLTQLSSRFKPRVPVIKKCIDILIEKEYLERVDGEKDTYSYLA
* marks the source's active call; other numbers are inactive results; & = joins results of further samples. This is a subset; rates above refer to the full screens.

What do the screens show for `O=C(COCc1cc(-c2ccco2)on1)Nc1cc(Cl)ccc1O`?
RBX1-CUL1 inh: -10

Results for Cc1ccc(-c2cc(C(=O)N=Nc3c(O)[nH]c4ccccc34)n[nH]2)s1 ?
RBX1-CUL1 inh: 5

What do the screens show for `OC1CSCc2ncccc21` (stereo not given)?
RBX1-CUL1 inh: 3

What do the screens show for `CC(=O)Nc1ccc(S(=O)(=O)NNC(=O)COc2cc(C)ccc2C(C)C)cc1`?
RBX1-CUL1 inh: -6

Results for c1ccc(OCCSc2nnnn2C2CCCCC2)cc1 ?
RBX1-CUL1 inh: 4

How did Cn1c(=O)c2[nH]c(NCCN3CCOCC3)nc2n(C)c1=O do in these assays?
RBX1-CUL1 inh: 0

What do the screens show for `CCOC(=O)C1C(=O)NC(N2CCN(C)CC2)=NC1c1cccs1` (stereo not given)?
RBX1-CUL1 inh: 6

How did CCOC(=O)c1c2n(c3c(=S)nc[nH]c13)CCC2 do in these assays?
RBX1-CUL1 inh: 5

Results for Cn1c(=O)n(C)c2cc(S(N)(=O)=O)ccc21 ?
RBX1-CUL1 inh: -4

How did COc1cc(C(=O)Nc2ccc(OCc3cc(=O)n4cccc(C)c4n3)cc2)cc(OC)c1OC do in these assays?
RBX1-CUL1 inh: -8

Next section, starting with the last four of the part before.
What do the screens show for `CCOC(=O)C1C(=O)NC(N2CCN(C)CC2)=NC1c1cccs1` (stereo not given)?
RBX1-CUL1 inh: 6

How did CCOC(=O)c1c2n(c3c(=S)nc[nH]c13)CCC2 do in these assays?
RBX1-CUL1 inh: 5

Results for Cn1c(=O)n(C)c2cc(S(N)(=O)=O)ccc21 ?
RBX1-CUL1 inh: -4

How did COc1cc(C(=O)Nc2ccc(OCc3cc(=O)n4cccc(C)c4n3)cc2)cc(OC)c1OC do in these assays?
RBX1-CUL1 inh: -8

Results for CCCCOc1ccc(C(=O)Nc2ccc3c(c2)CCCN3C(=O)c2cccs2)cc1 ?
RBX1-CUL1 inh: 2

Results for CCCc1nn2c(N)c(C=C3C=C(Br)C=CC3=O)c(=O)nc2s1 ?
RBX1-CUL1 inh: -3

What do the screens show for `CC(C)c1cc(=O)[nH]c(SCC(=O)NC2CCCC2)n1`?
RBX1-CUL1 inh: 0

What do the screens show for `CCn1cc(/C=C/C(=O)Nc2ccn(C34CC5CC(CC(C5)C3)C4)n2)cn1`?
RBX1-CUL1 inh: -1

How did CC1CC/C(=C\c2ccc3c(c2)OCO3)C(=O)/C1=C/c1ccc2c(c1)OCO2 (stereo not given) do in these assays?
RBX1-CUL1 inh: -11

Results for CN1CCC(Oc2ccc(Sc3ccccc3)cc2)CC1 ?
RBX1-CUL1 inh: -3

What do the screens show for `Cc1ccc(-c2ccc(/C=N/NC(=O)COc3cccc(Br)c3)o2)cc1Cl`?
RBX1-CUL1 inh: 6

How did CCCNc1ncnc2onc(C)c12 do in these assays?
RBX1-CUL1 inh: 7

Results for Cc1cc(C)nc(-n2nc(C)c3c2NC(=O)CC3c2cccc(O)c2)n1 (stereo not given) ?
RBX1-CUL1 inh: -8

What do the screens show for `O=c1[nH]c2c(=O)[nH]cnc2nc1-c1ccccc1`?
RBX1-CUL1 inh: 2

Results for COc1ccc(NC(=O)CC2C(=O)N(c3ccc(F)cc3)C(=O)N2Cc2ccc3c(c2)OCO3)cc1 (stereo not given) ?
RBX1-CUL1 inh: -8

How did CCC1CN(Cc2ccc(OC)c(OC)c2OC)Cc2ccc(Cl)cc2O1 (stereo not given) do in these assays?
RBX1-CUL1 inh: 2

Results for O=C(c1cccc(F)c1)N1CCC(C2(Cc3ccc(F)cc3)NC(=O)N(CC3CC3)C2=O)CC1 (stereo not given) ?
RBX1-CUL1 inh: 12

What do the screens show for `CCCN1CCN(CC2=NC(=O)NC(c3ccc(OC(C)C)cc3)C2C(=O)OCC)CC1` (stereo not given)?
RBX1-CUL1 inh: -8

How did CCOc1ccc(CCN2C(=O)NC(=O)C3C2=NC(=O)C3(NC(=O)c2ccccc2)C(F)(F)F)cc1OCC (stereo not given) do in these assays?
RBX1-CUL1 inh: -9&-7

How did COc1ccc(CC(=O)NC(=S)Nc2ccc(S(=O)(=O)N3CCCC3)cc2)cc1 do in these assays?
RBX1-CUL1 inh: 1

How did COc1ccc(OC2CCN(C(C)=O)CC2)c(C(=O)NC2CCOC(C)(C)C2)c1 (stereo not given) do in these assays?
RBX1-CUL1 inh: 12

Results for CN=C1S/C(=C\c2ccc(N3CCOCC3)c(F)c2)C(=O)N1C ?
RBX1-CUL1 inh: -4

How did Cc1ccc(C(=O)Nc2nnc(S(=O)(=O)N3CCN(c4ccc(F)cc4)CC3)s2)cc1 do in these assays?
RBX1-CUL1 inh: 12

Results for Cc1nn2c(=O)cc(COC(=O)c3cccc(NC(=O)c4cccs4)c3)nc2s1 ?
RBX1-CUL1 inh: 4

How did COC(=O)CNC(=O)Cc1c2c(n(Cc3ccccc3)c1C)CCCC2=O do in these assays?
RBX1-CUL1 inh: 1

What do the screens show for `COc1cc(C2c3c(n[nH]c3C)OC(=N)C2C#N)ccc1OCc1ccccc1Cl` (stereo not given)?
RBX1-CUL1 inh: 9

What do the screens show for `CC(NC(=O)COc1ccc2ccccc2c1)C(=O)N/N=C/c1ccc(I)o1` (stereo not given)?
RBX1-CUL1 inh: 3

Results for CCc1ocnc1C(=O)NCC1CCN(c2cnn(C)c(=O)c2)C1 (stereo not given) ?
RBX1-CUL1 inh: -1

How did Cc1nc(NC(=O)N2CCN(c3nccnc3C#N)CC2)nn1C(C)C do in these assays?
RBX1-CUL1 inh: 14

Results for CCCC(=O)NC1OC(CO)C(O)C(O)C1O (stereo not given) ?
RBX1-CUL1 inh: -2

What do the screens show for `CCc1nn2c(=O)cc(COC(=O)CNC(=O)c3ccccc3)nc2s1`?
RBX1-CUL1 inh: -3

What do the screens show for `O=c1c2ccccc2ncn1CCCn1c(Cc2ccccc2)nc2ccccc21`?
RBX1-CUL1 inh: 11

How did CC1=NC(=O)NC(c2ccc(F)cc2)C1C(=O)Nc1ccc(Cl)cc1 (stereo not given) do in these assays?
RBX1-CUL1 inh: 8

How did CCOc1cc(S(=O)(=O)n2ccc(C)n2)ccc1Br do in these assays?
RBX1-CUL1 inh: 4

What do the screens show for `CC(=O)N1CCN(c2ncccc2CNCc2ccccc2C(F)(F)F)CC1`?
RBX1-CUL1 inh: 8

Results for CNS(=O)(=O)c1cn(CC(=O)N2CCN(c3cccc(C)c3C)CC2)cc1S(=O)(=O)NC ?
RBX1-CUL1 inh: 2

How did Cc1nc2ccccc2c(=O)n1Nc1ccccc1C(=O)O do in these assays?
RBX1-CUL1 inh: 4

How did CCCOc1ccc(CNC(=O)CN2C(=O)c3cccnc3Oc3ccc(C)cc32)cc1 do in these assays?
RBX1-CUL1 inh: 0

How did COc1ccc(CC(=O)Nc2c(C(=O)Nc3ccc(F)cc3)oc3ccccc23)cc1OC do in these assays?
RBX1-CUL1 inh: 3

How did S=c1[nH]nc(CNc2ccc(Cl)cc2)n1Cc1ccccc1 do in these assays?
RBX1-CUL1 inh: 1

How did CN(C)S(=O)(=O)N1CCC(C(=O)NCc2ccccc2)CC1 do in these assays?
RBX1-CUL1 inh: -9

How did N#C/C(=C\c1ccc(Br)cc1)c1nc(-c2cc3cc(Br)ccc3oc2=O)cs1 do in these assays?
RBX1-CUL1 inh: 1

How did O=C(NCCCN1CCN(c2ccc(F)cc2)CC1)c1cc2c(Cl)nc3ccccc3c2s1 do in these assays?
RBX1-CUL1 inh: -9

How did Nc1c(C(=O)Nc2nccs2)sc2nc3c(c(-c4ccco4)c12)CCCC3 do in these assays?
RBX1-CUL1 inh: 3

How did CCCS(=O)(=O)N1CCC(n2c(C)nc3cccnc32)CC1 do in these assays?
RBX1-CUL1 inh: -3

How did N#Cc1ccccc1N=C(C(=Nc1ccccc1C#N)c1ccccc1)c1ccccc1 do in these assays?
RBX1-CUL1 inh: -3

How did CC(C)Oc1ccc(CN2CCc3nc(Nc4ccc5c(c4)OCCO5)ncc3C2)cc1 do in these assays?
RBX1-CUL1 inh: 6

What do the screens show for `CCC(CC)C(=O)Nc1ccc(OCc2cc(=O)n3c4c(sc3n2)CCCC4)cc1`?
RBX1-CUL1 inh: -3

How did COc1ccc(N2CCN(C(=O)CSc3nc(-c4ccccc4)no3)CC2)cc1 do in these assays?
RBX1-CUL1 inh: -4

What do the screens show for `O=[N+]([O-])c1cc(/C=N/Nc2ccccc2[N+](=O)[O-])ccc1Cl`?
RBX1-CUL1 inh: -3

Results for CCOc1ccc(C(=O)N2CCc3[nH]nc(-c4ccco4)c3C2)cc1 ?
RBX1-CUL1 inh: 11

Results for O=c1/c(=C/c2cc([N+](=O)[O-])c(O)cc2Cl)sc2nc3ccccc3n12 ?
RBX1-CUL1 inh: 0

How did COC(=O)[C@@H](NC1CCN(c2ccc(NC(=O)c3cnccn3)cc2)CC1)c1ccccc1 do in these assays?
RBX1-CUL1 inh: 4

What do the screens show for `Cn1c(Oc2ccccc2N=Cc2ccc(Cl)cc2Cl)cc(=O)n(C)c1=O`?
RBX1-CUL1 inh: 7

Results for COc1cccc(CC(C2CCN(C(=O)/C=C/C(C)C)CC2)N(C)C(=O)CC(C)C)c1 (stereo not given) ?
RBX1-CUL1 inh: 6

Results for CC(=O)Nc1ccc([N+](=O)[O-])c2c([N+](=O)[O-])cccc12 ?
RBX1-CUL1 inh: 5

What do the screens show for `Cc1c(CC(=O)N2CCNC(=O)C2)c2c(n1CCc1ccccc1)CCCC2=O`?
RBX1-CUL1 inh: 4

How did CCOC(=O)c1nnc2c(-c3ccc(Cl)cc3)c(C)nn2c1N do in these assays?
RBX1-CUL1 inh: 1&-3

What do the screens show for `O=C(O)C1CSC(c2cccc(Br)c2)N1` (stereo not given)?
RBX1-CUL1 inh: 1

What do the screens show for `Cc1ccc(NS(=O)(=O)c2ccc3c(c2)CCN3C(=O)C2CC2)c(C)c1`?
RBX1-CUL1 inh: 2

What do the screens show for `COCCn1c(CN(C)Cc2cc(C)no2)cnc1S(=O)(=O)CCC(C)C`?
RBX1-CUL1 inh: -11

Results for Cc1ccc(NC(NC(=O)c2ccco2)C(Cl)(Cl)Cl)cc1 (stereo not given) ?
RBX1-CUL1 inh: -2

What do the screens show for `Cc1ccc(Cl)cc1NC(=O)C1CCN(S(=O)(=O)N(C)C)CC1`?
RBX1-CUL1 inh: 4

What do the screens show for `Clc1ccc(Cc2nn3c(-c4ccccn4)nnc3s2)cc1`?
RBX1-CUL1 inh: 1

How did COc1ccc(-c2[nH]ncc2CN2CCOc3ccc(C(O)Cc4ccccc4)cc3C2)cc1 (stereo not given) do in these assays?
RBX1-CUL1 inh: -6

What do the screens show for `CCOC(=O)C1=c2s/c(=C\c3ccccc3OC)c(=O)n2C(=N)C(C#N)C1c1ccccc1OC` (stereo not given)?
RBX1-CUL1 inh: -1

Results for Cc1ccc(/C=C/c2onc(C)c2S(=O)(=O)N2CCC(C(=O)Nc3ccc(OC(F)(F)F)cc3)CC2)cc1 ?
RBX1-CUL1 inh: -9

How did O=C(c1cscn1)N1CCC(C2CCN(c3ncccn3)CC2)C1 (stereo not given) do in these assays?
RBX1-CUL1 inh: 8

Results for CCN(CC)C(=S)SCc1cn2c(C)cccc2n1 ?
RBX1-CUL1 inh: 0

How did CC(C)(C)NC(=O)COc1ccc(CNC23CC4CC(CC(C4)C2)C3)cc1 do in these assays?
RBX1-CUL1 inh: -10

Results for O=C(Nc1ccc(F)cc1)c1cc(Br)c(Br)s1 ?
RBX1-CUL1 inh: -4

Results for Cc1cc(C)c(NC(=O)Cn2c([N+](=O)[O-])cnc2C)c(C)c1 ?
RBX1-CUL1 inh: -4

Results for COc1cc(/C=C2\C(=O)N(c3ccc(S(N)(=O)=O)cc3)N=C2C)cc(OC)c1OC ?
RBX1-CUL1 inh: 32*

How did Cc1cc(C)cc(Nc2cc(C(=O)NCc3ccccc3)c3ccccc3n2)c1 do in these assays?
RBX1-CUL1 inh: -8

How did N#C/C(=C\c1ccc(Cl)cc1)c1nc2ccccc2[nH]1 do in these assays?
RBX1-CUL1 inh: 2

What do the screens show for `CC(C)Sc1nncc(-c2cc3c(c(SC(C)C)n2)CCC3)n1`?
RBX1-CUL1 inh: -5

What do the screens show for `CCC(C(=O)OC)n1cnc2c(cnn2-c2ccc(F)cc2)c1=O` (stereo not given)?
RBX1-CUL1 inh: -8

How did CC(=O)OCC1OC(Oc2ccc(C(=O)N(CCO)CCO)cc2O)C(OC(C)=O)C(OC(C)=O)C1OC(C)=O (stereo not given) do in these assays?
RBX1-CUL1 inh: -5

Results for COc1ccc2c(c1)-c1c(ssc1=Nc1ccc(S(=O)(=O)NC(C)=O)cc1)C(C)(C)N2 ?
RBX1-CUL1 inh: 3

How did CCOc1ccccc1CNC(=O)c1cc2c(=O)n(Cc3cccnc3)ccc2nc1C do in these assays?
RBX1-CUL1 inh: -4

Results for CC(=O)c1ccc(N2CCN(S(=O)(=O)c3ccc(-c4coc(C)n4)cc3)CC2)cc1 ?
RBX1-CUL1 inh: 2

What do the screens show for `Cc1ccc(-n2nc(C)c(C(=O)NCCCN3CCN(c4ccc(F)cc4)CC3)c2-n2cccc2)cc1`?
RBX1-CUL1 inh: -14

An excerpt from above in order of molar mass, lowest first:
Results for CCCC(=O)NC1OC(CO)C(O)C(O)C1O (stereo not given) ?
RBX1-CUL1 inh: -2

How did CCOC(=O)c1c2n(c3c(=S)nc[nH]c13)CCC2 do in these assays?
RBX1-CUL1 inh: 5

What do the screens show for `Cc1ccc(NS(=O)(=O)c2ccc3c(c2)CCN3C(=O)C2CC2)c(C)c1`?
RBX1-CUL1 inh: 2

What do the screens show for `CC(=O)N1CCN(c2ncccc2CNCc2ccccc2C(F)(F)F)CC1`?
RBX1-CUL1 inh: 8
